Compound activity as filed in PubChem BioAssay.
NOD2 RIPK2 PPI = NOD2-RIPK2 binding disruptors in cells, primary screen, fluorescence, CHO cells, BLA complementation; Receptor-interacting serine/threonine-protein kinase 2 (Homo sapiens), O43353; CCF4 ratio; inhibition, % at 4.98 µM; actives 0.38% (n = 360,000); AID 624267, 2012; in the data active = inhibition above about 21%;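 also: 0% = vehicle only and 100% = reference blocker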
MC4R ag barr = MC4R agonists recruiting beta-arrestin, primary screen, cell-based, luminescence, agonist arm of biased-ligand search | actives 0.98% (n = 360,000) | AID 540308, 2011 | activation, % at 8.9 µM | U2OS MC4R beta-arrestin complementation; percent of melanotan II response, DMSO zero | Melanocortin receptor 4 (Homo sapiens), P32245;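 active = activation above a per-plate cutoff, the mean activation of sample wells on that plate plus 3 SD, cut at about 8% in these data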
Target sequence (P32245 whole entry, looked up): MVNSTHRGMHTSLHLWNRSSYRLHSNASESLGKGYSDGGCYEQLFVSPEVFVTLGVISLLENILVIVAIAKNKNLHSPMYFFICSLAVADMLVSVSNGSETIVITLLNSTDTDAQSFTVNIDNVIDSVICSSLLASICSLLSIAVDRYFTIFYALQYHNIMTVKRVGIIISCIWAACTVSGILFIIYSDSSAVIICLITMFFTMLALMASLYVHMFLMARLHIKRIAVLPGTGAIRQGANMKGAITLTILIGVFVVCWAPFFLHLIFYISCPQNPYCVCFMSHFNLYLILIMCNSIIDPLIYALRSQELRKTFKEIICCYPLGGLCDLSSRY
SRC2 inh = inhibition of GAL4-SRC2 driven luciferase reporter, primary screen, SRC2 inhibitor project, cell-based, luminescence; Nuclear receptor coactivator 2 (Homo sapiens), Q15596; HEK293 GAL4-SRC2 luciferase reporter; inhibition, % at 9 µM; actives 0.17% (n = 370,000);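 active = inhibition above the mean inhibition of all tested compounds plus 3 SD, set per campaign, cut at about 52% in these data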;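 also: 0% = DMSO treated cells and 100% = cells given Gossypol at 36 µM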
m5-HT2A agonist = mouse Htr2a agonists via beta-arrestin recruitment, primary screen, cell-based, luminescence; 5-hydroxytryptamine receptor 2A (Mus musculus), P35363; CHO-K1 mHTR2A beta-arrestin complementation; percent of 30 µM serotonin response; activation, % at 7.6 µM; actives 0.66% (n = 360,000); AID 624169, 2012;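 active = activation above a run cutoff, the mean activation of all tested compounds plus 3 SD, cut at about 14% in these data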;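 also: 0% = plate median of compound wells and 100% = 30 µM serotonin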
Target sequence (P35363 whole entry, looked up): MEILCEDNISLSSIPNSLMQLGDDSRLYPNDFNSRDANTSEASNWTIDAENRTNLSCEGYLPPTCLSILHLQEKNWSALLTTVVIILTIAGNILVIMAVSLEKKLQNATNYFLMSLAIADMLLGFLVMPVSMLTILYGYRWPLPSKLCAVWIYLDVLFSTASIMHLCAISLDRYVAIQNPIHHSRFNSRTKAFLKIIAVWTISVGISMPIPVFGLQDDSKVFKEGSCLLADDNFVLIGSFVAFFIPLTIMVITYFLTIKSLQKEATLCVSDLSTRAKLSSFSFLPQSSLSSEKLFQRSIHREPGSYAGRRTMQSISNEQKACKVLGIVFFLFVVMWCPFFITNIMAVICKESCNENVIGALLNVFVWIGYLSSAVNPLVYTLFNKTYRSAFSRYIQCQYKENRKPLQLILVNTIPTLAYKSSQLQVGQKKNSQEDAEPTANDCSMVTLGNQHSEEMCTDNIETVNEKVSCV
MC4R antag cAMP = MC4R antagonists of cAMP signaling, primary screen, cell-based, TR-FRET, antagonist arm of biased-ligand search; Melanocortin receptor 4 (Homo sapiens), P32245; MC4R-expressing cells, MTII-stimulated cAMP, LANCE TR-FRET; inhibition, % at 6.5 µM; actives 0.48% (n = 360,000); AID 540295, 2011;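 active = inhibition above its plate's cutoff, the mean of tested wells on that plate plus 3 SD, cut at about 29% in these data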;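 also: 0% = Melanotan II alone and 100% = Melanotan II plus saturating MCL0020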
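Assay system: U2OS cells stably expressing human melanocortin 4 receptor (MC4R) / Dosing: 6.5 µM / Timing: compound 30 min, challenge 1 h, detection 1 h / Measured by: Eu-cAMP/anti-cAMP TR-FRET, emission 671 nm / Replicates: singlicate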
TLR9-MyD88 inh = inhibitors of TLR9-MyD88 association in cells, primary screen, cell-based, CHO, BLA complementation, fluorescence | Toll-like receptor 9 (Homo sapiens) + Myeloid differentiation primary response protein … | AID 504734, 2011 | actives 0.21% (n = 340,000) | inhibition, % at 4.98 µM | CCF4 FRET ratio;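 active = inhibition above the mean over all tested compounds plus 3 SD, cut at about 21% in these data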;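 also: 0% = DMSO only wells and 100% = clavulanate BLA inhibitor control wells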
ABHD5-PLIN5 inh = ABHD5-PLIN5 interaction inhibitors, primary screen, cell lysate, split luciferase complementation, luminescence; Perilipin-5 (Homo sapiens) + 1-acylglycerol-3-phosphate O-acyltransferase ABHD5 (Homo …; Split G. princeps luciferase complementation, 4 h; inhibition, % at 4 µM; actives 0.78% (n = 360,000); AID 602281, 2012;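 active = inhibition above the mean inhibition across every tested compound plus 3 SD, cut at about 22% in these data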;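 also: 0% = DMSO only wells and the 100% control is not disclosed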
Cardio protect = cardioprotection against H2O2-induced cell death, primary screen, uHTS, H9c2 cells, ATPLite luminescence; H9c2 cardiomyocytes, H2O2 injury protection, 2 h; protection from H2O2 cell death, % at 20 µM; actives 0.63% (n = 360,000);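 active = compounds giving at least 50% protection of heart cells from peroxide-induced death in the single-dose screen, raw or plate-pattern-corrected value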;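 also: 0% = DMSO wells with peroxide and 100% = DMSO wells without peroxide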
Glyco luc inh = increase of ERlucT glycosylation luciferase signal, primary screen, N-linked glycosylation inhibitor project, D54 ERlucT cells, luminescence, set 2; D54 ERlucT glycosylation luciferase reporter, 24 h; percent of 100 nM tunicamycin response; AID 588692, 2011; actives 0.23% (n = 360,000); reporter increase, % at 12.5 µM;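 active = mean luciferase reporter signal, scaled so untreated is 0 and the glycosylation-blocking control 100, at or above a set limit in every replicate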;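 also: luciferase carries N-glycosylation sites so blocking glycosylation raises the light; 0% = median of neutral control wells and 100% = median of 100 nM tunicamycin wells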
ABCB6 inh 2 = ABCB6 transporter inhibitors, primary screen, K562-ABCB6 cells, flow cytometry, MLPCN library. ATP-binding cassette sub-family B member 6 (Homo sapiens), Q9NP58. K562-ABCB6 porphyrin accumulation, 1 h; active compounds read low. fluorescence ratio to DMSO, % at 10 µM. actives 0.19% (n = 360,000). AID 602162, 2011;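 active = fluorescence ratio to DMSO below 75%, the collection mean minus 3 SD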;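 also: signal is porphyrin accumulated inside mitochondria; 100% equals median channel fluorescence of DMSO control wells; lower ratio means ABCB6 inhibition with less porphyrin fluorescence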
Active calls of the source: *; . = no result given. Not all compounds are listed; rates above refer to the full screens.

SMILES | NOD2 RIPK2 PPI | MC4R ag barr | SRC2 inh | m5-HT2A agonist | MC4R antag cAMP | TLR9-MyD88 inh | ABHD5-PLIN5 inh | Cardio protect | Glyco luc inh | ABCB6 inh 2
CC(=O)NC(CC(=O)Nc1nccs1)c1ccccc1 (stereo not given) | 11 | -0.3 | -57 | 4 | 20 | -2 | 2 | 4 | 2 | 100
CC(C)C1C(=O)N(Cc2cn(Cc3ccco3)nn2)CCS(=O)(=O)N1Cc1ccc(-c2ccncc2)cc1 (stereo not given) | -10 | -1.4 | 9 | -3 | -3 | -7 | 5 | -3 | 4 | 102
CC1CCN(C(=O)CSc2nnc(-c3ccncc3)n2C)CC1 | -8 | 0.0 | -19 | 2 | 7 | 2 | 5 | -2 | 1 | 96
COc1ccc([C@H]2CC(=O)C=C(c3ccc(OC(F)(F)F)cc3)C2)cc1 | -7 | 3.2 | -11 | -5 | 2 | -2 | 2 | -4 | -1 | 102
CN1CCN(C(=O)C2=C[C@@H](c3ccc(C(F)(F)F)cc3)C[C@@H](OCCCCO)O2)CC1 | -8 | 0.8 | 14 | 3 | 1 | -1 | 3 | 3 | 3 | 98
CCOC(=O)c1c(C)nc2c(c1-c1ccc(OC)c(OC)c1)C(=O)c1ccccc1-2 | -4 | -1.3 | -4 | 0 | 24 | -3 | 4 | -3 | 0 | 96
Cc1ccccc1-c1cc2nc(-c3ccc([N+](=O)[O-])cc3)cc(=O)n2[nH]1 | -10 | -0.3 | 2 | 1 | 7 | 14 | -2 | 26 | 1 | 98
CCOC(=O)c1ccc(Nc2nc(C)nc3c2nnn3Cc2ccccc2)cc1 | -9 | 20* | -1 | 5 | 4 | -1 | 0 | 3 | -1 | 98
Cc1c(C(=O)O)c(=O)n(-c2ccccc2)n1-c1ccccc1 | 0 | 1.4 | -9 | -2 | 12 | 12 | 2 | -2 | 0 | 95
CCCCNC(=O)C(C)N(CCN(C)C)C(=O)CCCCCN1C(=O)NC(c2ccc(Cl)cc2)C(C(=O)OCc2ccccc2)=C1C (stereo not given) | 10 | 0.4 | -14 | -10 | 9 | -3 | 7 | -27 | 0 | 98
Cc1ccc(S(=O)(=O)N2CCN(S(=O)(=O)N3CCCCC3)CC2)cc1 | 4 | -1.9 | -29 | 1 | -5 | 7 | 2 | -1 | 0 | 93
CCCS(=O)(=O)N1CCC(C(=O)NC2CCCC(C)C2C)CC1 (stereo not given) | -6 | 0.2 | -12 | 4 | 4 | 3 | 7 | 0 | 2 | 105
C#CCOCCOCCOCCNc1nc(N2CCN(C(=O)CCCCCCCCCCNC(=O)Cn3cc(C[C@@H](C)O)nn3)CC2)nc(N2CCN(C(=O)CCCCCCCCCCNC(=O)[C@H](CCCCN)n3cc(C[C@@H](C)CC)nn3)CC2)n1 | 24* | 1.2 | . | -2 | 32* | -2 | 43* | -3 | -21 | 89
CC(Sc1nnc(C2CC2)n1C)C(=O)Nc1ccc(N2CCOCC2)cc1 (stereo not given) | -6 | 1.2 | -35 | 1 | 2 | -8 | -4 | -1 | 1 | 93
CC1(/[N+]([O-])=C\c2ccccc2F)CCCCC1=O (stereo not given) | 4 | -2.3 | -30 | 16* | 11 | -10 | -1 | 4 | -1 | 98
O=C(C1=C[C@@H](c2coc3ccccc3c2=O)C[C@@H](OCc2ccc(CO)cc2)O1)N1CCN(Cc2ccccc2)CC1 | 9 | 0.2 | . | -5 | 10 | 3 | 12 | 4 | -2 | 95
Cc1nc2n(n1)C(c1ccccc1)C1=C(CC(c3ccco3)CC1=O)N2 (stereo not given) | -13 | -0.8 | 1 | -8 | 0 | -13 | 3 | 1 | 2 | 96
O=C(C1CCN(S(=O)(=O)c2cccc3nsnc23)CC1)N1CCc2ccccc2C1 | -2 | -2.5 | -10 | -3 | -1 | 9 | 7 | 9 | -4 | 93
O=C(COC(=O)CNC(=O)c1ccccc1)Nc1ccccc1Cl | -1 | -2.3 | 19 | -6 | 8 | -2 | -2 | 0 | -1 | 90
O=C(COC(=O)c1ccc(F)cc1)Nc1ccc2c(c1)OCO2 | -9 | 0.1 | -25 | 2 | -8 | -5 | 3 | -5 | 0 | 92
COc1ccc(CN2CCN(C(=O)c3ccccc3C(=O)c3ccccc3)CC2)cc1OC | -3 | -2.2 | -6 | 5 | 8 | 2 | 4 | -6 | 1 | 98
CCOC(=O)c1noc2c1CCC2 | 6 | . | -15 | 5 | . | . | -1 | . | . | .
Cc1cccc(C)c1NC(=O)CNC(=O)c1ccccc1OCc1ccccc1 | -5 | -1.3 | 10 | 6 | 4 | -6 | -2 | -1 | -2 | 94
Cc1c(NC(=O)COC(=O)c2ccccc2Cl)c(=O)n(-c2ccccc2)n1C | -11 | -3.1 | -6 | 1 | 10 | -1 | 4 | -1 | 3 | 98
O=C(C=Cc1cccs1)c1ccc(Cl)s1 | 1 | -0.2 | -20 | -5 | 2 | 1 | 24* | -4 | 6 | 98
Cc1cccc(NC(=O)COc2ccc(/C=C\c3[nH]c(=O)[nH]c(=O)c3[N+](=O)[O-])cc2)c1 | -2 | -1.7 | -15 | 0 | -1 | 6 | 3 | 6 | 1 | 104
O=C(CCC1CCCCC1)Nc1nccs1 | -7 | -0.5 | -41 | 1 | 1 | -9 | 2 | -3 | -2 | 90
COc1ccc(OCc2cn3c(C)cc(C)nc3n2)cc1 | -5 | -1.9 | -22 | -5 | 0 | -13 | -1 | 2 | 0 | 101
CCN(CCNc1ccc(Cl)cc1[N+](=O)[O-])C(=O)c1cc([N+](=O)[O-])c(N(C)C)cc1OC | 6 | -3.1 | -6 | -5 | 7 | -6 | 2 | 1 | 1 | 96
CN(c1ccc(OCc2nnc(-c3ccccc3)o2)cc1)S(=O)(=O)c1ccccc1 | -5 | 2.4 | 9 | 1 | -2 | 8 | -5 | -21 | 0 | 84
O=C(Nc1ccc2nc3n(c(=O)c2c1)CCCC3)c1cncc(Br)c1 | -10 | 0.9 | -1 | -6 | -1 | 2 | 0 | 10 | -4 | 95
Cc1onc(-c2ccccc2)c1C(=O)Nc1ccc(Br)cc1Cl | -2 | -0.8 | -3 | 6 | -1 | 2 | 11 | -5 | . | 102
COc1ccccc1N(CC(=O)NCc1ccco1)C(=O)CCC(=O)Nc1ccccn1 | -7 | 0.5 | -64 | -1 | 3 | -12 | -2 | 8 | 2 | 98
COc1ccccc1NC(=O)CSc1nnc(-c2ccc(C)cc2)o1 | -7 | -0.8 | -66 | 3 | 5 | -1 | 2 | -3 | -14 | 94
O=C(O)C1CC=CCC1C(=O)c1ccccc1 (stereo not given) | -1 | 3.8 | -2 | -1 | 4 | -8 | -7 | 1 | 0 | 109
C=CCOc1ccc(/C=C2\SC(=S)N(CCC(=O)O)C2=O)cc1 | -3 | 2.3 | 86* | 12 | -4 | -2 | 7 | -11 | -4 | 96
COC(=O)c1cc(NC(=O)Cc2ccc(OC)c(OC)c2)cc(C(=O)OC)c1 | -4 | -2.0 | -30 | 6 | 3 | 0 | 0 | 1 | 1 | 95
O=C(Nc1c(Cl)ccc2nsnc12)c1ccc([N+](=O)[O-])o1 | -8 | -2.7 | -1 | 4 | 7 | 6 | -7 | -12 | 46* | 94
O=C(CCCOc1ccc(Cl)cc1Cl)Nc1cccnc1 | -2 | -0.4 | -4 | -3 | 3 | -8 | 3 | -8 | -1 | 101
COc1ccc(CC(=O)N2CCN=C2SC)cc1 | -6 | 0.3 | -15 | 0 | -5 | 3 | -1 | 4 | 2 | 99
CC1CN(Cc2ccccc2)C(=O)NC1=O (stereo not given) | -8 | -0.5 | -6 | 3 | 1 | -12 | 7 | 9 | 2 | 93
CCCSc1nc2sc3c(c2c(=O)[nH]1)CC(C)(CC)OC3 (stereo not given) | 6 | 0.6 | -36 | 10 | 19 | 2 | -8 | -4 | 0 | 96

Some of the entries so far, as a markdown table:
| molecule | NOD2 RIPK2 PPI | MC4R ag barr | SRC2 inh | m5-HT2A agonist | MC4R antag cAMP | TLR9-MyD88 inh | ABHD5-PLIN5 inh | Cardio protect | Glyco luc inh | ABCB6 inh 2 |
| --- | --- | --- | --- | --- | --- | --- | --- | --- | --- | --- |
| Cc1cccc(NC(=O)COc2ccc(/C=C\c3[nH]c(=O)[nH]c(=O)c3[N+](=O)[O-])cc2)c1 | -2 | -1.7 | -15 | 0 | -1 | 6 | 3 | 6 | 1 | 104 |
| O=C(CCC1CCCCC1)Nc1nccs1 | -7 | -0.5 | -41 | 1 | 1 | -9 | 2 | -3 | -2 | 90 |
| COc1ccc(OCc2cn3c(C)cc(C)nc3n2)cc1 | -5 | -1.9 | -22 | -5 | 0 | -13 | -1 | 2 | 0 | 101 |

A few values from the entries so far:
COc1ccc(CC(=O)N2CCN=C2SC)cc1 in MC4R antag cAMP → -5
Cc1onc(-c2ccccc2)c1C(=O)Nc1ccc(Br)cc1Cl in ABHD5-PLIN5 inh → 11
CCCSc1nc2sc3c(c2c(=O)[nH]1)CC(C)(CC)OC3 (stereo not given) in MC4R ag barr → 0.6
